High-throughput results (PubChem BioAssay)
LDHA inh = inhibitors of human lactate dehydrogenase A. purified LDHA, NADH/diaphorase-resazurin fluorescence; hits give low values. activity change, % (values are at about 110 or 230 µM). 0.15% of 480,000 active. AID 1347041; in the data active = activity change below about -30%;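 note: plate controls were DMSO wells for no effect and wells without enzyme for full effect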
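LDH5 2 nM; NADH 0.06 mM, pyruvate 0.2 mM; 200 mM Tris pH 7.4, EDTA, Tween-20; 5 min RT. Detection: diaphorase 0.133 mg/mL + resazurin 37 µM, fluorescence ex540/em590 at 0 and 20 min; normalized to enzyme-free and DMSO wells.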
An asterisk follows results filed as active.

The opening 5 compounds, to show the layout:
SMILES	LDHA inh
Cc1c(CC(=O)NCC(c2ccccc2)c2ccccc2)c(=O)oc2cc(O)ccc12	11
Cc1ccc(NC(NC(=O)c2ccc(Br)cc2)C(Cl)(Cl)Cl)cc1 (stereo not drawn)	10
O=C(C(=O)N(C1CCCCC1)C1CCCCC1)c1ccccc1	-3
Cn1c(=O)c2c(nc(N3CCOCC3)n2CC(O)COc2ccc(Cl)cc2)n(C)c1=O (stereo not drawn)	4
CN(CC(=O)Nc1ccccc1Br)C(=O)CCc1ncc(-c2ccc(F)cc2F)o1	10

Results, from the start:
SMILES	LDHA inh
Cc1c(CC(=O)NCC(c2ccccc2)c2ccccc2)c(=O)oc2cc(O)ccc12	11
Cc1ccc(NC(NC(=O)c2ccc(Br)cc2)C(Cl)(Cl)Cl)cc1 (stereo not drawn)	10
O=C(C(=O)N(C1CCCCC1)C1CCCCC1)c1ccccc1	-3
Cn1c(=O)c2c(nc(N3CCOCC3)n2CC(O)COc2ccc(Cl)cc2)n(C)c1=O (stereo not drawn)	4
CN(CC(=O)Nc1ccccc1Br)C(=O)CCc1ncc(-c2ccc(F)cc2F)o1	10
O=C(O)c1ccc(/C=C/C(=O)c2cc(Cl)ccc2Cl)cc1	1
C/C=C/Cn1c(SCC(=O)Nc2ccccc2)nc2c1c(=O)[nH]c(=O)n2C	5
Cn1c(=O)c2c(ncn2CC(=O)NC2(C)CCS(=O)(=O)C2)n(C)c1=O (stereo not drawn)	2
COCCn1c(CCC(=O)Nc2cc(C)cc(C)c2)nc2c1c(=O)[nH]c(=O)n2CC(C)C	0
CCN(CC)CC(=O)Nc1c(-c2ccccc2)c2cc(Br)ccc2[nH]c1=O	-13
CC1CCC(NC(=O)c2cccc(C#N)c2)CC1 (stereo not drawn)	2
Cc1ccc(Cn2nc(C)c3cc(C(=O)N4CCN(C(=O)CN5CCOCC5)CC4)sc32)cc1	22
COc1cc(/C=C/c2nc3cc(Cl)ccc3o2)cc(OC)c1OC	6
C=CCc1c(C)nc(Nc2nc(C)c3cccc(C)c3n2)[nH]c1=O	0
O=C(NNC(=O)C1CCCc2ccccc21)c1ccc(F)cc1 (stereo not drawn)	8

Reformatted bar-delimited: part of the list above.
structure | LDHA inh
O=C(C(=O)N(C1CCCCC1)C1CCCCC1)c1ccccc1 | -3
Cn1c(=O)c2c(nc(N3CCOCC3)n2CC(O)COc2ccc(Cl)cc2)n(C)c1=O (stereo not drawn) | 4
CN(CC(=O)Nc1ccccc1Br)C(=O)CCc1ncc(-c2ccc(F)cc2F)o1 | 10
O=C(O)c1ccc(/C=C/C(=O)c2cc(Cl)ccc2Cl)cc1 | 1
C/C=C/Cn1c(SCC(=O)Nc2ccccc2)nc2c1c(=O)[nH]c(=O)n2C | 5

Additional compounds follow.
SMILES	LDHA inh
CCOC(=O)c1ccc(N2CCN(C(C)=O)CC2)c(NC(=O)c2ccc(OC)cc2)c1	-13
CC(C)CC1(C)OCC(CN2CCCCC2)O1 (stereo not drawn)	3
CCc1cccc(CC)c1NC(=O)c1cc2cccc(OC)c2oc1=O	0
N#Cc1cc(N)cc(I)c1	0
Cc1nc2c(C)cccn2c1/C(O)=C1\C(=O)C(=O)N(CCN(C)C)C1c1ccc(Br)cc1 (stereo not drawn)	3
Cc1nc2cc(NC(=O)C3CC(=O)N(c4cccc(Br)c4)C3)ccc2o1 (stereo not drawn)	4
O=S(=O)(NCCc1cccc2cccnc12)c1ccccc1	6
CCOc1ccc(-c2[nH]ncc2-c2ccc(Br)cc2)c(O)c1	6
C[C@H](c1ccccc1)N1C[C@H](COCc2ccccc2)Oc2cc(N3CC[C@@H](N(C)C)C3)ccc2S1(=O)=O	0
N#Cc1ccc(-c2csc(-c3ccsc3)n2)cc1	-12
O=C(O)CC/C(=C/c1ccc2ccccc2c1)c1nc2ccccc2s1	3
CC(C)C(C)(C#N)NC(=O)CC1CC2CCC1C2 (stereo not drawn)	7
CCOC(=O)[C@]12CCCC=C1N(CCC1=CCCCC1)C(=O)[C@H](CC(=O)NCCc1ccccc1OC)C2	0
Cc1cccc(C)c1NC(=O)CNC(=O)CCc1ncc(-c2ccccc2F)o1	-5
O=C(NC1CCCCC1)C1CC=CCC1c1nc2ccccc2s1 (stereo not drawn)	7
O=C(Cn1nc(-c2ccccc2)c2ccccc2c1=O)Nc1ccc(C(=O)N2CCCCC2)cc1	-17
CC(=O)NC12CC3CC(C1)CC(C(=O)NCc1ccc(Cl)cc1Cl)(C3)C2	4
Cc1cccc(C(=O)/C=C\N(C)C)c1	0
CCn1cc(S(=O)(=O)Nc2cccc(F)c2)cn1	12
CCOC(=O)COc1ccc2c(=O)c(Oc3ccccc3Cl)coc2c1	-14
CC(=O)N1CCN(CC(=O)Nc2c(C#N)c(C)c(C)n2C2CCCC2)CC1	-8
Cc1cccc(-n2nnnc2C2(NC3CCCCC3)CCCC2)c1	-1
CCN(CC)Cc1ccc(CNC(=O)c2c(C)[nH]c3ccccc23)cc1	10
O=C(NCc1ccccc1)c1cccc2cccnc12	-2
CCN1C(C(=O)c2ccccc2)=C(OC(=O)c2ccco2)c2ccccc2S1(=O)=O	16
CCOc1cc(/C=C(/C#N)c2ccccn2)ccc1OCC(F)(F)F	15
CCC(C(=O)NCc1ccc(SC)cc1)n1nc(C)c2c(C)n(-c3ccccc3)nc2c1=O (stereo not drawn)	-14
CC(NC(=O)CSc1ncc(-c2ccccc2)o1)C1CC1 (stereo not drawn)	-3
Cc1cccc(-c2ocnc2C(=O)NCCc2ccccc2)c1	-7
Cc1nn(-c2nc3ccccc3o2)c2c1C(c1cccc(Cl)c1Cl)CC(=O)N2 (stereo not drawn)	0
CC(C)N1CCc2c(sc(N)c2-c2nc3ccccc3s2)C1	5
Cc1ccc(C(=O)n2nc(-c3ccc(C)cc3)nc2N)cc1	-7
COc1ccc(-c2nc(CSc3nc(C)c(C)c(=O)[nH]3)c(C)o2)c(OC)c1	9
Cc1ccc(S(=O)(=O)N2CCN(Cn3ncc4ccccc4c3=O)CC2)c(C)c1	-1
CCOc1ccccc1NC(=O)C1CCN(c2nc3ccccc3o2)CC1	-10
Cn1c(=O)c2c(nc(SCCO)n2Cc2ccccc2)n(C)c1=O	-1
CCCCC(=O)Nc1ccc(O)c(-c2nc3cc(CC)ccc3o2)c1	8
O=C1COc2ccc(C(=O)COC(=O)c3ccc(Cl)cc3Cl)cc2N1	13
Cc1ccc2c(COC(=O)c3ccc4ccccc4c3)cc(=O)oc2c1	-21
COc1ccc(C(=O)NCc2nc(-c3cccs3)no2)cc1	-10
O=C(Nc1ccccc1)C(=O)c1cn(CC(=O)N2CCOCC2)c2ccccc12	-8
CN(C)c1cccc(-c2cnc(N3CCC(C(N)=O)CC3)nc2)c1	21
Cc1ccc(-c2cc(C(=O)N3CCN(c4cccc(C(F)(F)F)c4)CC3)c3ccccc3n2)s1	13
CCS(=O)(=O)N1CC(=O)N(c2ccc(C(C)C)cc2)C(C)(C(=O)NCc2ccc(F)cc2)C1 (stereo not drawn)	-2
Cc1ccc(C(=O)C(NC(=O)c2ccco2)Nc2ccc(C(=O)O)cc2)cc1 (stereo not drawn)	6
Cc1ccc(-c2cnoc2NC(=O)CSc2nc(-c3ccccc3)cc(=O)[nH]2)cc1	-9
CCOc1ccc(C(=O)NC23CC4CC(CC(C4)C2)C3)cc1	12
CCCCn1nnnc1C1(C)CCC(=O)N1c1ccc(N2CCOCC2)cc1 (stereo not drawn)	5
CCC(C)NC(=O)CSc1cc(C)c2cc(C)cc(C)c2n1 (stereo not drawn)	-3
CN(CCNC(=O)C1CCN(CC(F)(F)F)CC1)C1CC1	-4
CCOc1ccc(CNCc2ccco2)cc1OCC	-3
COc1ccc(-c2c(C(=O)c3ccccc3)[nH]c(N)c2C(=O)NC2CC2)cc1OC	6
O=C(NCc1ccccc1)C1c2ccccc2OCC(=O)N1CC(F)(F)F (stereo not drawn)	-8
CCOc1ccc2c(=O)c(Oc3ccccc3Br)c(C)oc2c1	-1
O=C(c1ccc2ncsc2c1)N1CCN(C(=O)c2cccs2)CC1	2
C=C(C)Cn1c(N2CCC(C(N)=O)CC2)nc2c1c(=O)n(C)c(=O)n2C	7
COc1ccccc1NC(=O)c1ccc(-n2cccc2)cc1	13
CN(Cc1ccc(F)cc1)S(=O)(=O)c1cccc2nsnc12	8
CCOP(=O)(OCC)c1nc(Cc2ccc(Cl)cc2)oc1NCc1ccc2c(c1)OCO2	2
O=C(NC1=NCCS1)c1ccc2nccnc2c1	9
Later entries
SMILES	LDHA inh
O=C(c1ccc(-n2cccn2)cc1)N1CCCC1c1ccc2c(c1)OCCO2 (stereo not drawn)	19
CN(C)C(=O)CNC(=O)Cn1c(=O)c2c(ncn2Cc2ccco2)n(Cc2ccccc2)c1=O	2
Cc1ccc(NC(=O)c2cc3c(s2)CCC3)cc1C	1
S=C(NCc1ccc(Cl)cc1)Nc1ccc(Br)cc1	5
O=S(=O)(CCNCc1cccc(Cl)c1)Cc1ccccc1	-4
COc1ccc(C(=O)/C=C/c2ccc(F)c(F)c2)cc1CC(=O)O	-1
Cc1ccc(C)c(NC(=O)CCC2CCCC2)c1	-1
CCOC(=O)c1nc(NCc2ccccc2OC)c2ccccc2n1	-19
O=C(OC1CCCCC1=O)c1cccc(Br)c1 (stereo not drawn)	-11
Cc1ccc(-c2csc3ncnc(Sc4nnc(CN5CCCC5)o4)c23)cc1	6
O=C(Nc1ccccc1)c1ccc(CSc2ccc(C(F)(F)F)cn2)cc1	2
Cc1cc(C)cc(NC(=O)CSCc2cc(=O)n3oc(C)cc3n2)c1	0
O=C(NCC(c1ccccc1)N1CCCCC1)c1cc2ccccc2oc1=O (stereo not drawn)	-18
CC(Sc1nnc(-c2ccco2)n1-c1ccccc1)C(=O)NCc1ccc2c(c1)OCO2 (stereo not drawn)	2
Cc1c(C(=O)N(C)c2ccccc2)nnn1-c1ccc(F)cc1	-2
COc1cccc(/C=C/c2nc(C#N)c(NCCCn3ccnc3)o2)c1	6
O=C(OCC(=O)N1CCOCC1)C1=NN(c2ccccc2)C(=O)CC1	6
COc1ccc(NC(=O)Cc2cc(Cl)c3c(c2)OCCO3)cc1S(=O)(=O)N(C)C	0
CCC(CC)NC(=O)CN(C)CC(=O)Nc1ccc(Cl)c(C(F)(F)F)c1	-2
CC1C(c2ccc(Cl)cc2)=[N+]([O-])C(C)(c2ccccc2)N1O (stereo not drawn)	-8
Cc1cccc(-n2c(SCc3cccc(C#N)c3)nnc2N2CCOCC2)c1	-1
COc1ccc(-c2ccc(N3C(c4cc(OC)cc(OC)c4)=Cc4ccc(OC)cc4C3CC(C)=O)cc2)cc1 (stereo not drawn)	21
CCCCOc1ccc(S(=O)(=O)c2ccc(OCCCC)cc2)cc1	-19
O=C(N/N=C/c1ccsc1)c1ccc(-c2ccccc2)cc1	2
COCCN1C(=O)c2n[nH]c(-c3ccco3)c2C1c1ccccc1OC (stereo not drawn)	1
O=C(OC1CCCCC1)c1cccc(CS(=O)(=O)c2ccccc2)c1	0
CCCc1nc2c(-c3ccc(F)cc3)c(C)[nH]n2c(=O)c1Cl	4
Cc1cc(C)c(NC(=O)CCc2ccco2)c(Cl)c1	3
O=C(/C=C/N1CCC(CCCC2CCN(/C=C/C(=O)C(F)(F)F)CC2)CC1)C(F)(F)F	-5
O=C(CSc1nnnn1Cc1ccccc1)N1N=C(c2cc3ccccc3o2)CC1c1ccco1 (stereo not drawn)	6
Cc1nn(Cc2cc(C(=O)O)c3ccccc3n2)c(C)c1Br	6
Cc1c(CC(=O)Nc2ccc(C(C)(C)C)cc2)c(=O)oc2cc(O)ccc12	6
COc1ccc2c(C)c(CC(=O)NCc3ccc(F)cc3)c(=O)oc2c1	0
O=C(COC(=O)C1CC2CCCC(C1)C2=O)Nc1ccc(C(F)(F)F)cc1[N+](=O)[O-] (stereo not drawn)	12
COc1cc(-c2nc3n(n2)C(c2ccccc2)C2=C(CCCC2=O)N3)cc(OC)c1OC (stereo not drawn)	7
CC1CCC/C(=C(\C#N)c2nc(-c3ccccc3)cs2)C1 (stereo not drawn)	8
COc1cccc(-c2cc(C(=O)NCCCN3CCOCC3)c3ccccc3n2)c1	1
O=C(NCc1ccccc1)c1cc(NCc2cccnc2)ccn1	5
CCOCc1nnc(NS(=O)(=O)c2ccc(Cl)cc2)s1	-15
O=c1[nH]c2sc3c(c2c2nc(-c4ccc(O)cc4)nn12)CCC3	11
O=C(CCc1c[nH]c2ccccc12)Nc1cccc(O)c1	6
O=C1CCC(OCc2ccccc2)CCN1CC[C@@H](Sc1ccccc1)c1ccccc1 (stereo partly drawn)	7
CCOC(=O)c1ccc(NC(=O)CSc2nccn2Cc2ccccc2OC)cc1	-1
O=C(COC(=O)c1ccc2ccccc2n1)Nc1cccc2ccccc12	9
COc1cc(NC(=O)CSc2nncn3c2cc2oc(C)cc23)cc(OC)c1	2
CCN(CC)S(=O)(=O)c1ccc(NCc2ccccc2C#N)cc1	-2
CC1(C)Cc2ccccc2/C(=C/C(=O)Nc2ccc(Cl)cc2Cl)N1	-1
COc1ccccc1CNC(=O)C(C)(C)c1ccccc1	1
COc1cccc(CNC(=O)c2cccc(Oc3ccccc3)c2)c1	1
COc1ccc(-c2oc3c(c2C#CC2(O)CCCCC2)C(OC(C)=O)CCC3)cc1 (stereo not drawn)	1
COc1ccc(OCC(O)Cn2c(N(C)C)nc3c2c(=O)n(C)c(=O)n3C)cc1 (stereo not drawn)	7
CC(C)c1ccc(C(=O)O)cc1	0
COCCOC(=O)/C(C#N)=C\c1ccc(O)c(OC)c1	14

Ordered by number of heavy atoms (lowest first): some entries from above
SMILES	LDHA inh
CC(C)c1ccc(C(=O)O)cc1	0
COc1ccccc1CNC(=O)C(C)(C)c1ccccc1	1
CC1(C)Cc2ccccc2/C(=C/C(=O)Nc2ccc(Cl)cc2Cl)N1	-1

Quoted at random: 2 records from the list, in no set order.
SMILES	LDHA inh
COc1cccc(CNC(=O)c2cccc(Oc3ccccc3)c2)c1	1
COc1ccc(OCC(O)Cn2c(N(C)C)nc3c2c(=O)n(C)c(=O)n3C)cc1 (stereo not drawn)	7

A portion of the library; count on the stated rates, not on these rows.
